TAAR1 antag – antagonists of human TAAR1; Q96RJ0; CHO RD-HGA16 TAAR1, Fluo-8 calcium fluorescence, antagonist; inhibition, % at 3 µM; actives 1.5% (n = 360,000); AID 624466;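 active means inhibition above a per-plate cutoff, the mean inhibition of test compounds on that plate plus 3 SD, cut at about 49% in these data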;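 further: 0% = DMSO plus EC80 beta-PEA response and 100% = DMSO alone without agonist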
Target sequence (Q96RJ0 whole entry, looked up): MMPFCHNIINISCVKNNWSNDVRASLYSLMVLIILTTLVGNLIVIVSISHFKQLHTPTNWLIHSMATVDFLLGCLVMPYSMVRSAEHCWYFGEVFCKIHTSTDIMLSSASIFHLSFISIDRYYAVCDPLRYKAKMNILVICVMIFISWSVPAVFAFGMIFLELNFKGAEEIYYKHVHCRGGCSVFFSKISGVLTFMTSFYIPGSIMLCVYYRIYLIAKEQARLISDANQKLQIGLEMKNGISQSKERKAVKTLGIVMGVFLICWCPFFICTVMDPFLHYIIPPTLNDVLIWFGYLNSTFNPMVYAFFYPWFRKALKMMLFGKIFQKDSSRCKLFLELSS
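Test system – hTAAR1-expressing CHO RD-HGA16 cells, Gα16-coupled · Reagent – β-PEA at EC80 concentration, post-compound challenge · Compound dosing – 3 µM, single point · Timing – 140 s kinetic read after compound, 140 s after agonist · Detection – Fluo-8 intracellular calcium dye fluorescence, real-time kinetic reads · Control set – DMSO and EC80 PEA controls · Repeats – n of 1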
M1 antag – human CHRM1 antagonism. P11229. CHO-K1 hM1, Fluo-8 calcium fluorescence, ACh EC80 antagonist. inhibition, % at 3 µM. actives 1.3% (n = 360,000). AID 588852;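 active means percent inhibition above its own plate's cutoff, namely the mean of that plate's compound wells plus 3 SD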;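 further: peak over basal fluorescence ratio during 140 s after agonist addition; 0% = ACh EC80 plus DMSO and 100% = DMSO alone without agonist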
CHO-K1 Ca PAM – counter-screen for M1 PAMs: effect in parental CHO-K1 cells; activation, % at 3 µM; ATP EC20, Fluo-8 calcium fluorescence; 0% at ATP EC20, 100% at ATP max; AID 602247; actives 0.02% (n = 360,000);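 active means activation above the run cutoff, the mean activation of all test compounds plus 3 SD, cut at about 40% in these data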;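 further: peak over basal fluorescence ratio in a 140 s read after ATP addition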
CHO parental Ca – signal in parental CHO cells, OX1R antagonist counter-screen | parental CHO-K1, ATP-induced calcium, Fluo-8 fluorescence | inhibition, % at 5.6 µM | actives 0.63% (n = 330,000) | AID 463079;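 active means inhibition above that plate's mean sample inhibition plus 3 SD, cut at about 26% in these data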;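 further: 0% = ATP-challenged DMSO wells and 100% = DMSO wells without ATP; some compounds past the cut are filed as inactive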
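Test system: parental CHO cells; detection: calcium-sensitive Fluo-8 fluorescence; evaluation: percent inhibition of calcium signal; also added: ATP as calcium-mobilizing challenge; repeats: one well per compound; control set: ATP-challenged DMSO wells low, unchallenged DMSO wells high; compound: single nominal dose of 5.6 µM per compound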
CHRM1 agonist – human M1 muscarinic receptor agonism; P11229; CHO-K1 hM1, Fluo-8 calcium fluorescence, agonist mode; 0% DMSO, 100% acetylcholine EC100; activation, % at 3 µM; actives 0.33% (n = 360,000);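 active means activation above the run's mean compound activation plus 3 SD, cut at about 16% in these data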;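 further: peak over basal fluorescence ratio within a 140 s kinetic read after compound addition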
CHO-K1 Ca antag – M1 antagonist counterscreen hit in parental CHO-K1 cells; actives 0.6% (n = 360,000); AID 602250; inhibition, % at 3 µM; ATP-induced calcium, Fluo-8 fluorescence;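 active means inhibition above a per-plate cutoff, the plate's mean sample inhibition plus 3 SD, cut at about 24% in these data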;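 further: 0% = DMSO plus EC80 ATP and 100% = DMSO alone without ATP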
M1 ag parental – M1 agonist counterscreen hit in parental CHO-K1 cells | actives 0.48% (n = 360,000) | activation, % at 3 µM | AID 602248 | Fluo-8 calcium fluorescence; scaled to maximal ATP response, vehicle zero; in the data active means activation above about 15%;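 further: untransfected CHO-K1 host cells lacking M1 receptor as counterscreen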
TAAR1 ag – agonists of human TAAR1; CHO RD-HGA16 TAAR1, Fluo-8 calcium fluorescence; vehicle wells 0%, saturating PEA agonist 100%; activation, % at 3 µM; actives 0.99% (n = 360,000);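 active means activation above the mean activation of all test compounds in the run plus 3 SD, cut at about 38% in these data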
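System: CHO-derived RD-HGA16 cells with stable Gα16 and human TAAR1 / Times: 17-24 h plating, Fluo-8 75 min 37 °C, 30 min RT / Technique: calcium-sensitive Fluo-8 signal, excitation 470-495, emission 515-575 nm / Measure: % activation relative to PEA EC100 response / Benchmarks: DMSO and PEA EC100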
OXTR potentiator – human OXTR potentiation | CHO-OTR cells, Fluo-8 calcium fluorescence, potentiator mode; 0% = oxytocin EC15, 100% = EC100 | actives 0.061% (n = 320,000) | activation, % at 3 µM;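 active means activation above that plate's cutoff, the mean activation of tested compounds plus 3 SD, cut at about 6.6% in these data, passing the limit was not always enough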;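 further: 100% uses oxytocin at 75 nM as the full agonist control; some results filed as inactive read as strong as hits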
Target sequence (P30559 whole entry, looked up): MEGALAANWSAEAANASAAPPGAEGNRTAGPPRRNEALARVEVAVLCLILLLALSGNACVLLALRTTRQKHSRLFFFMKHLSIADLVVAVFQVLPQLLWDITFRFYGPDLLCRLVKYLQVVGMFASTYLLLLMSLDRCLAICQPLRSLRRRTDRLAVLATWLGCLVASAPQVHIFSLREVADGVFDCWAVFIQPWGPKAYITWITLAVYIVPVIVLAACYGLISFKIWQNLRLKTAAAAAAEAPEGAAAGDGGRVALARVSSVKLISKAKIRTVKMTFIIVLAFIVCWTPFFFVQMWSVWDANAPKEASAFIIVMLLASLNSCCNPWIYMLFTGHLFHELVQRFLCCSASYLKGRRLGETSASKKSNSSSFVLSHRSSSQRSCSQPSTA
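Replication – single well per compound, singlicate · Assay system – CHO cell line stably expressing human OTR · Timing – 6 min pre-incubation, 100 s read · Measure – normalized max/min fluorescence ratio, % activation · Doses – 3.0 µM, one dose · Detection – Fluo-8 calcium dye fluorescence · Probe or stimulus – oxytocin near EC15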
* hit, by the source's call.

Results for O=C(Nc1ccncc1)c1cc(-c2ccccn2)nc2ccccc12 ?
TAAR1 antag: 8; M1 antag: -8; CHO-K1 Ca PAM: 10; CHO parental Ca: -2; CHRM1 agonist: -1; CHO-K1 Ca antag: -9; M1 ag parental: 0.5; TAAR1 ag: 2; OXTR potentiator: 4

What do the screens show for `Cc1nc2sc(C(c3cccc(F)c3)N3CC(C)OC(C)C3)c(O)n2n1` (stereo not given)?
TAAR1 antag: 6; M1 antag: -19; CHO-K1 Ca PAM: 13; CHO parental Ca: -12; CHRM1 agonist: -3; CHO-K1 Ca antag: 7; M1 ag parental: 0.7; TAAR1 ag: 3; OXTR potentiator: -6

Results for COc1ccc(NC(=O)CN(C)S(=O)(=O)c2ccc(Cl)cc2)c([N+](=O)[O-])c1 ?
M1 antag: 4; CHO-K1 Ca PAM: 12; CHO parental Ca: -19; CHRM1 agonist: -4; CHO-K1 Ca antag: -29; M1 ag parental: 0.5; OXTR potentiator: -6

How did Cc1cccc(NC(=O)C(CCC(N)=O)NC(=O)OCc2ccccc2)c1 (stereo not given) do in these assays?
TAAR1 antag: -22; M1 antag: 6; CHO-K1 Ca PAM: -7; CHO parental Ca: -23; CHRM1 agonist: -4; CHO-K1 Ca antag: -2; M1 ag parental: 0.4; TAAR1 ag: 2; OXTR potentiator: -4

How did Fc1ccc(/C=N/NC(=S)Nc2ccc(Cl)cc2)cc1F do in these assays?
TAAR1 antag: 6; M1 antag: 1; CHO-K1 Ca PAM: -1; CHO parental Ca: 7; CHRM1 agonist: -8; CHO-K1 Ca antag: -11; M1 ag parental: -0.9; TAAR1 ag: 0; OXTR potentiator: -5

Results for COc1ccc(CCNC(=O)CN(C)S(=O)(=O)c2cccc3nsnc23)cc1OC ?
TAAR1 antag: -6; M1 antag: -9; CHO-K1 Ca PAM: 16; CHO parental Ca: -15; CHRM1 agonist: -3; CHO-K1 Ca antag: -14; M1 ag parental: 1.0; TAAR1 ag: 4; OXTR potentiator: -12

What do the screens show for `CCOc1cc(N2CCOCC2)c(OCC)cc1NC(=O)C(NC(=O)c1c(F)cccc1F)C(C)C` (stereo not given)?
TAAR1 antag: -11; M1 antag: 20; CHO-K1 Ca PAM: -15; CHRM1 agonist: -1; CHO-K1 Ca antag: 7; M1 ag parental: 0.1; TAAR1 ag: 16

What do the screens show for `Cc1ccc(C(=O)NCCN2CCOCC2)cc1C`?
TAAR1 antag: 1; M1 antag: -22; CHO-K1 Ca PAM: 14; CHO parental Ca: 7; CHRM1 agonist: 0; CHO-K1 Ca antag: -1; M1 ag parental: 1.1; TAAR1 ag: 0; OXTR potentiator: -10

How did C[C@@H](NC(=O)OC(C)(C)C)c1nnc(S(=O)(=O)Cc2ccccc2)o1 do in these assays?
TAAR1 antag: 15; CHO parental Ca: 51*; TAAR1 ag: 1; OXTR potentiator: -13

What do the screens show for `Cc1c(NS(=O)(=O)c2ccc(NC(=O)CCC(=O)O)cc2)c(=O)n(-c2ccccc2)n1C`?
TAAR1 antag: -5; M1 antag: -9; CHO-K1 Ca PAM: -10; CHO parental Ca: -9; CHRM1 agonist: 0; CHO-K1 Ca antag: 2; M1 ag parental: -0.2; TAAR1 ag: -1; OXTR potentiator: -7

For convenience, four of the compounds above.
How did Cc1cccc(NC(=O)C(CCC(N)=O)NC(=O)OCc2ccccc2)c1 (stereo not given) do in these assays?
TAAR1 antag: -22; M1 antag: 6; CHO-K1 Ca PAM: -7; CHO parental Ca: -23; CHRM1 agonist: -4; CHO-K1 Ca antag: -2; M1 ag parental: 0.4; TAAR1 ag: 2; OXTR potentiator: -4

How did Fc1ccc(/C=N/NC(=S)Nc2ccc(Cl)cc2)cc1F do in these assays?
TAAR1 antag: 6; M1 antag: 1; CHO-K1 Ca PAM: -1; CHO parental Ca: 7; CHRM1 agonist: -8; CHO-K1 Ca antag: -11; M1 ag parental: -0.9; TAAR1 ag: 0; OXTR potentiator: -5

Results for COc1ccc(CCNC(=O)CN(C)S(=O)(=O)c2cccc3nsnc23)cc1OC ?
TAAR1 antag: -6; M1 antag: -9; CHO-K1 Ca PAM: 16; CHO parental Ca: -15; CHRM1 agonist: -3; CHO-K1 Ca antag: -14; M1 ag parental: 1.0; TAAR1 ag: 4; OXTR potentiator: -12

What do the screens show for `CCOc1cc(N2CCOCC2)c(OCC)cc1NC(=O)C(NC(=O)c1c(F)cccc1F)C(C)C` (stereo not given)?
TAAR1 antag: -11; M1 antag: 20; CHO-K1 Ca PAM: -15; CHRM1 agonist: -1; CHO-K1 Ca antag: 7; M1 ag parental: 0.1; TAAR1 ag: 16

New compounds follow:
How did Cn1nc(C(F)(F)F)c2cc(NC(=O)OCC(C)(C)C)sc21 do in these assays?
TAAR1 antag: 0; M1 antag: -21; CHO-K1 Ca PAM: 12; CHO parental Ca: -5; CHRM1 agonist: -7; CHO-K1 Ca antag: -7; M1 ag parental: 0.5; TAAR1 ag: 2; OXTR potentiator: -2

How did Cc1ccc(S(=O)(=O)c2nc(-c3cccs3)oc2N2CCC(C(N)=O)CC2)cc1 do in these assays?
TAAR1 antag: -23; M1 antag: -10; CHO-K1 Ca PAM: 10; CHO parental Ca: -2; CHRM1 agonist: -3; CHO-K1 Ca antag: -17; M1 ag parental: 0.2; TAAR1 ag: 2; OXTR potentiator: 2

How did COc1ccc(C(=O)Nc2nc3ccc(S(C)(=O)=O)cc3s2)cc1 do in these assays?
TAAR1 antag: 11; M1 antag: -2; CHO-K1 Ca PAM: 4; CHO parental Ca: -9; CHRM1 agonist: -2; CHO-K1 Ca antag: 2; M1 ag parental: 1.8; TAAR1 ag: 15; OXTR potentiator: -16

Results for O=C(Nc1cnn(Cc2ccc(F)cc2)c1)c1cc(-c2cccs2)on1 ?
M1 antag: 0; CHO-K1 Ca PAM: 11; CHO parental Ca: 7; CHRM1 agonist: -3; CHO-K1 Ca antag: -6; M1 ag parental: 4.8; OXTR potentiator: -8

What do the screens show for `CCOC(=O)C(C)N1C(=O)S/C(=C/c2cc(C)n(-c3ccncc3)c2C)C1=O` (stereo not given)?
TAAR1 antag: 33; M1 antag: 4; CHO-K1 Ca PAM: 3; CHO parental Ca: -15; CHRM1 agonist: -7; CHO-K1 Ca antag: -4; M1 ag parental: 5.3; TAAR1 ag: 6; OXTR potentiator: -20

What do the screens show for `O=C(O)COc1ccccc1/C=C1\SC(=S)N(NC(=O)c2ccccc2O)C1=O`?
TAAR1 antag: -6; M1 antag: -8; CHO-K1 Ca PAM: 7; CHO parental Ca: -14; CHRM1 agonist: 0; CHO-K1 Ca antag: -9; M1 ag parental: 3.5; TAAR1 ag: 10; OXTR potentiator: -5

What do the screens show for `C=CCn1c(CNS(=O)(=O)c2ccc(Cl)cc2)n[nH]c1=S`?
TAAR1 antag: -3; M1 antag: -4; CHO-K1 Ca PAM: 13; CHO parental Ca: -9; CHRM1 agonist: -1; CHO-K1 Ca antag: -6; M1 ag parental: 0.5; TAAR1 ag: 2; OXTR potentiator: -8

What do the screens show for `Cc1onc(-c2c(F)cccc2Cl)c1C(=O)N1CCCc2ccccc21`?
TAAR1 antag: 13; M1 antag: -12; CHO-K1 Ca PAM: 20; CHO parental Ca: -24; CHRM1 agonist: -4; CHO-K1 Ca antag: -7; M1 ag parental: 1.8; TAAR1 ag: 6; OXTR potentiator: -5

What do the screens show for `Cc1ccc2nc(SCC(=O)c3ccc(Cl)cc3)nc(=O)n2c1`?
TAAR1 antag: -9; M1 antag: -8; CHO-K1 Ca PAM: -4; CHO parental Ca: -10; CHRM1 agonist: -4; CHO-K1 Ca antag: 9; M1 ag parental: 8.5; TAAR1 ag: 2; OXTR potentiator: 1

What do the screens show for `Cc1cc2ncc(C(N)=O)cn2n1`?
TAAR1 antag: 3; M1 antag: -4; CHO-K1 Ca PAM: 14; CHO parental Ca: -3; CHRM1 agonist: -2; CHO-K1 Ca antag: 7; M1 ag parental: -0.6; TAAR1 ag: 7; OXTR potentiator: -29

Results for COc1ccccc1Nc1ncnc2c1cnn2-c1cccc(C)c1 ?
TAAR1 antag: -8; M1 antag: -2; CHO-K1 Ca PAM: -4; CHO parental Ca: -28; CHRM1 agonist: -4; CHO-K1 Ca antag: 5; M1 ag parental: 0.2; TAAR1 ag: -2; OXTR potentiator: 1

How did COc1ccc(N(C(=O)Cn2nnc(-c3ccc(C)o3)n2)C(C(=O)NC2CCCC2)c2ccncc2)cc1 (stereo not given) do in these assays?
TAAR1 antag: -7; M1 antag: -11; CHO-K1 Ca PAM: 14; CHO parental Ca: -24; CHRM1 agonist: -4; CHO-K1 Ca antag: -16; M1 ag parental: 0.6; TAAR1 ag: 2; OXTR potentiator: -5

How did COC(=O)c1ccc(C)c(N(CCO)CCO)c1 do in these assays?
TAAR1 antag: 12; M1 antag: 8; CHO-K1 Ca PAM: 12; CHO parental Ca: 3; CHRM1 agonist: -3; CHO-K1 Ca antag: -7; M1 ag parental: 0.3; TAAR1 ag: 8; OXTR potentiator: -5

How did CC1(C(=O)NS(=O)(=O)c2ccccc2)CCN1C(=O)C1(c2ccc(Cl)cc2)CC1 (stereo not given) do in these assays?
TAAR1 antag: -9; M1 antag: -8; CHO-K1 Ca PAM: -15; CHRM1 agonist: -3; CHO-K1 Ca antag: 23; M1 ag parental: -0.5; TAAR1 ag: 0

Results for O=C(COc1ccc(S(=O)(=O)N2CCCC2)cc1)Nc1ccc(F)cc1 ?
TAAR1 antag: 12; M1 antag: 1; CHO-K1 Ca PAM: 0; CHO parental Ca: -4; CHRM1 agonist: -5; CHO-K1 Ca antag: -5; M1 ag parental: 1.1; TAAR1 ag: -3; OXTR potentiator: 0

What do the screens show for `COC(=O)[C@H](CC(C)C)NC(=O)Cn1cnc2c(NCc3ccccc3)ncnc21`?
TAAR1 antag: 4; M1 antag: -4; CHO-K1 Ca PAM: 9; CHO parental Ca: -10; CHRM1 agonist: 0; CHO-K1 Ca antag: -7; M1 ag parental: 0.8; TAAR1 ag: 1

How did COCCn1c(SCC(=O)Nc2ccc(C)cc2C)nc2c(oc3ccccc32)c1=O do in these assays?
TAAR1 antag: -13; M1 antag: -2; CHO-K1 Ca PAM: 11; CHO parental Ca: -8; CHRM1 agonist: -5; CHO-K1 Ca antag: -2; M1 ag parental: 0.0; TAAR1 ag: 3; OXTR potentiator: -6
